High-throughput results (PubChem BioAssay)
PrPC TRFRET = inhibitors of human cell surface prion protein PrPC, primary screen, cell-based, TR-FRET; TR-FRET read-out; Major prion protein (Homo sapiens), P04156; 370,000 tested, 0.43% active; AID 720596, 2013; inhibition, % at 13.8 µM; in the data active means inhibition above about 24%; further: 0% = median of the test wells and 100% = reference compound wells
CCHF vOTU inh = CCHFV vOTU protease inhibitors, primary screen, biochemical, Pep-AMC substrate, fluorescence; 370,000 tested, 0.55% active; AID 651958, 2012; inhibition, % at 11.5 µM; in the data active means inhibition above about 30%; further: 0% = vehicle wells with enzyme and 100% = no enzyme wells
BoNT-F LC inh = BoNT/F light chain protease inhibitors, primary screen, biochemical, flow cytometry, MLPCN library; Botulinum neurotoxin type F light chain protease (Clostridium botulinum); Multiplex microsphere protease cleavage assay; inhibition, % at 10 µM; 360,000 tested, 0.22% active; in the data active means inhibition above about 35%, passing the limit was not always enough; inconclusive means no clear call, values can overlap the other calls; further: plate controls were buffer without enzyme for full effect and enzyme alone for no effect
TcdB GH inh = TcdB glycohydrolase inhibitors, primary screen, biochemical, single point, plate reader | Toxin B (Clostridioides difficile), P18177 | TcdB glycohydrolase enzymatic assay | inhibition, % at 9.99 µM | 350,000 tested, 0.24% active | AID 652162, 2013; in the data active means inhibition above about 10%
PfHsp40 yeast = rescue of yeast from PfHsp40 toxicity, primary screen, S. cerevisiae, ATP luminescence. S. cerevisiae expressing PfHsp40, growth rescue. growth rescue, % at 12.5 µM. 340,000 tested, 0.68% active; in the data active means growth rescue above about 28%, passing the limit was not always enough; inconclusive means no clear call, values can overlap the other calls;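 further: yeast W303a lacking pdr1 and pdr3 grown in galactose medium; growth measured after three days at 30 °C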
BoNT A protease = BoNT/A light chain protease inhibitors, primary screen, biochemical, flow cytometry, MLPCN library | Botulinum neurotoxin type A light chain protease (Clostridium botulinum A str. ATCC 3502) | 360,000 tested, 0.17% active | inhibition, % at 10 µM | multiplex microsphere protease substrate cleavage; further: plate controls were buffer without enzyme for full effect and enzyme alone for no effect
Anthrax LF prot = Bacillus anthracis LF protease inhibitors, primary screen, biochemical, multiplex microsphere, MLPCN library; multiplex microsphere protease cleavage assay; inhibition, % at 10 µM; 360,000 tested, 0.12% active; AID 588501, 2011; further: plate controls were buffer without enzyme for full effect and enzyme alone for no effect
FadD28 binding = inhibitors of FadD28 bisubstrate probe binding, primary screen, biochemical, fluorescence polarization, single point. AID 588549, 2011. 360,000 tested, 0.22% active. inhibition, % at 12.5 µM; in the data active means inhibition above about 8.5%, passing the limit was not always enough; inconclusive means no clear call, values can overlap the other calls
Y pestis TopoI = Yersinia pestis topoisomerase I inhibitors, primary screen, biochemical, cleavage product accumulation, plate reader, single point | DNA topoisomerase I (Yersinia pestis CO92) | Y. pestis Topo-I cleavage product accumulation | activity, % at 10 µM | 360,000 tested, 0.064% active | AID 504884, 2011; in the data active means activity above about 50%, passing the limit was not always enough; inconclusive means no clear call, values can overlap the other calls; further: inactives centre near 2
Starred values were filed as active, the others as inactive; ? = inconclusive; nt = no result given; & = joins results of further samples. Unless noted, no stated cut-off is given here; in the data, active means inhibition above about 30%; inconclusive means no clear call, values can overlap the other calls; inactive means below that.

SMILES	PrPC TRFRET	CCHF vOTU inh	BoNT-F LC inh	TcdB GH inh	PfHsp40 yeast	BoNT A protease	Anthrax LF prot	FadD28 binding	Y pestis TopoI
COc1ccc(NC(=O)CCCCCN2C(=O)CCC2=O)cc1Cl	-4	-16	-4	nt	0.0	-0.4	-1	-3.1	0
O=C(O)CCC(=O)OCc1c(-c2ccccc2)ncc2ccccc12	2	-4	-2	-1.0	-0.1	-0.2	-6	2.6	8
COc1ccc(CCNC(=O)c2cc3ccccc3oc2=O)cc1	1	-1	-30	-4.3	-0.1	-3.4	-14	-3.1	6
CCN(CC)c1ccc(NS(=O)(=O)c2ccc(-c3ccc(=O)[nH]n3)o2)c(C)c1	-8	-4	-14	-1.7	-0.6	-0.1	-2	3.4	3
CCOc1c(Br)cc(CNc2ccc(N3CCOCC3)cc2)cc1OC	-22	-11	-4	-6.4	0.4	0.9	-3	-0.5	1
CCOc1cc(N2CCOCC2)c(OCC)cc1NC(=O)Cn1cnnn1	-5	-7	nt	-0.1	0.5	nt	nt	-0.2	-3
O=C1c2ccccc2C(O)N1c1ccc(Cl)cc1 (stereo not given)	-5	-2	-5	-0.3	-1.0	-0.2	-7	-4.2	-3
CCCCC(=O)/C=C/n1c(=S)oc2ccccc21	-3	-11	6	-0.2	-1.8	0.6	-1	0.4	-4
O=C(CCn1nnc2ccccc2c1=O)NCC1CCC(C(=O)O)CC1 (stereo not given)	-5	6	-1	nt	0.5	-2.7	-3	-1.6	-5
ClCc1nc2ccccc2n1Cc1ccccc1	9	-2	?	-9.8	-0.1	-15	18	-5.5	5
Cc1ccc(S(=O)(=O)N(CCCO)Cc2cc3c(C)ccc(C)c3[nH]c2=O)cc1	0	-16	-5	1.6	0.1	-0.2	-4	-5.5	1
CCOC(=O)C(=COC(=O)c1ccccc1)NC(=O)Cc1ccccc1	3	-4	-4	-4.3	0.1	-0.2	5	-1.1	-9
COc1cccc(-n2c(C)c3c(OC)cccc(=O)c3c2C)c1	-9	-2	-10	-0.5	1.6	-0.2	-2	-0.2	7
Cc1ccc2c(c1)N(C(=O)CCC(=O)NC1CCCCCC1)CCO2	4	-4	-5	1.9	-2.0	0.1	-2	-2.9	10
Cc1ccc2nc3c(cc(C(=O)NC4CCCCC4)c(=N)n3C3CCCCC3)c(=O)n2c1	-17	-67	12	0.3	-0.8	5.7	12	-1.8	11
Cn1c(C(=O)Nc2ccc3c(c2)OCCO3)cc2sccc21	2	-3	-7	4.9	2.0	-1.8	-6	-1.0	-9
Cc1ccc(-n2nnnc2SCC(=O)c2cc(C)n(-c3cc(C)on3)c2C)c(C)c1	7	9	-10	-0.6	5.9	-1.9	-5	-5.9	16
Cc1ccc(-n2ncc(N(C)C)c(Cl)c2=O)cc1	1	3	-10	nt	-0.6	0.4	0	-2.2	-5
Cc1nnc(N2C(=O)C(=O)/C(=C(/O)c3ccc4c(c3)OCCO4)C2c2ccc(F)cc2)s1 (stereo not given)	-1	28	2	0.3	0.9	2.1	1	-4.2	-4
Cc1c(C)c2cc(Cl)c(OCc3nn[nH]n3)cc2oc1=O	0	-21	2	nt	0.3	-0.5	-2	-7.3	-4
CCCCCc1c(C)nc(N2CCN(Cc3ccc4c(c3)OCO4)CC2)[nH]c1=O	2	11	39*	1.1	nt	0.6	-10	-1.1	-1
O=C(NCCN1CCOCC1)c1csc2c1CCCC2	1	-11	0	nt	-0.6	-0.5	-2	-0.7	1
CC1=C(C(=O)N2CCCCCC2)CC(CC(=O)NCCc2ccccn2)C(=O)N1CCCN1CCCC1=O (stereo not given)	-5	-2	4	1.1	nt	-0.7	-5	nt	nt
COC(=O)c1ccc(NC(=O)CN(C)S(=O)(=O)c2ccc(OC)c(C)c2)cc1	12	6	-8	nt	2.2	-3.7	-4	-2.6	1
C=CCOc1ccc(CN(C)Cc2nc3cc(C(F)(F)F)ccc3c(=O)[nH]2)cc1	4	28	-1	-0.2	1.1	0.3	-1	-6.1	11
O=C(/C=C/c1ccco1)NC(=S)Nc1ccc(Cl)cn1	5	8	4	nt	-1.5	0.8	0	-0.2	0
O=C(c1ccc(Cl)cc1)c1ccc(OCC(O)CN2CCCCC2)cc1 (stereo not given)	-10	4	-8	nt	0.5	0.0	-5	-3.2	-1
O=C(COC(=O)C1CCC1)Nc1ccc(Cl)cn1	-7	-12	-6	1.1	1.0	-0.2	4	-0.8	6
Cc1nc(NCc2ccccc2)sc1C(=O)Nc1ccccc1	6	-4	-1	0.9	0.1	-0.1	-7	0.3	9
CCOC(=O)C(C)Sc1ccc2nnc(-c3ccc(F)cc3)n2n1 (stereo not given)	7	-2	12	nt	-0.9	1.1	1	-4.2	6

Compounds from the list above containing an NH in an aromatic ring, in the order listed:
SMILES	PrPC TRFRET	CCHF vOTU inh	BoNT-F LC inh	TcdB GH inh	PfHsp40 yeast	BoNT A protease	Anthrax LF prot	FadD28 binding	Y pestis TopoI
CCN(CC)c1ccc(NS(=O)(=O)c2ccc(-c3ccc(=O)[nH]n3)o2)c(C)c1	-8	-4	-14	-1.7	-0.6	-0.1	-2	3.4	3
Cc1ccc(S(=O)(=O)N(CCCO)Cc2cc3c(C)ccc(C)c3[nH]c2=O)cc1	0	-16	-5	1.6	0.1	-0.2	-4	-5.5	1
Cc1c(C)c2cc(Cl)c(OCc3nn[nH]n3)cc2oc1=O	0	-21	2	nt	0.3	-0.5	-2	-7.3	-4
CCCCCc1c(C)nc(N2CCN(Cc3ccc4c(c3)OCO4)CC2)[nH]c1=O	2	11	39*	1.1	nt	0.6	-10	-1.1	-1
C=CCOc1ccc(CN(C)Cc2nc3cc(C(F)(F)F)ccc3c(=O)[nH]2)cc1	4	28	-1	-0.2	1.1	0.3	-1	-6.1	11

(further entries)
SMILES	PrPC TRFRET	CCHF vOTU inh	BoNT-F LC inh	TcdB GH inh	PfHsp40 yeast	BoNT A protease	Anthrax LF prot	FadD28 binding	Y pestis TopoI
Cc1cc(C)c(NS(=O)(=O)c2ccc3c(c2)NC(=O)C(C)C(=O)N3)c(C)c1 (stereo not given)	-2	-4	-4	1.6	1.5	0.1	0	-1.8	0
Cc1cc(C)cc(OCC(=O)OCC(=O)N(C)CC(=O)Nc2ccc(F)cc2)c1	4	11	-12	1.1	-1.2	-3.6	0	-5.8	8
OC1Cc2ccccc2C1Nc1cccc(C(F)(F)F)c1 (stereo not given)	-2	9	-2	2.3	0.8	0.5	-4	-1.8	3
COc1ccc(-n2c(SCC#N)nc3ccccc3c2=O)cc1	-7	-7	-2	nt	-0.2	0.4	-1	-1.0	9
CC(=O)Nc1ccc(S(=O)(=O)N(C)CC(=O)NCCOc2ccccc2)cc1	-4	-9	-1	1.6	-0.1	-0.7	10	-2.4	3
O=C(NCc1ccccc1C(F)(F)F)C1CC(O)CN1C(=O)Nc1ccccc1 (stereo not given)	-2	6	?	1.9	-1.3	-2.9	5	-5.4	-4
CC1=NN(c2ccccc2)C(=O)/C1=C\c1cn(CCC#N)nc1-c1ccc(Cl)cc1	5	-2	-4	-1.5	1.0	-0.5	-3	-3.7	28
Oc1c(Cl)cc(Cl)cc1CN1CCN(Cc2ccccc2)CC1	0	17	7	1.7	-0.1	0.1	-7	-1.8	0
Cc1ccccc1CC(=O)Nc1ccc2c(c1)c(=O)n(C)n2-c1cccs1	0	7	-2	0.1	nt	0.1	-2	-1.9	9
CCOC(=O)C1CCCCC12C(C#N)=C(N)Oc1n[nH]c(C)c12 (stereo not given)	8	-6	-6	nt	1.7	-0.6	-2	-2.7	-5
O=S(=O)(NCCN1CCCC1)c1ccc(Cl)cc1	-9	-2	-9	-0.5	-0.9	-2.7	15	-1.6	-2
COc1ccc(COc2cccc(C=O)c2)cc1	-1	20	-3	0.9	-0.8	-0.3	-6	1.0	-9
Cc1ccc(NC(=S)N(CCN(C)C)C(C)c2cccnc2)c(C)c1 (stereo not given)	-9	-10	-2	0.7	-0.9	-0.9	-2	-3.2	1
COc1ccccc1-c1nnc(SC(C)C(=O)Nc2ccc(C(N)=O)cc2)o1 (stereo not given)	0	1	-1	0.6	0.1	-1.3	-3	-1.8	-5
CCOC(=O)C(=CNc1ncccc1C)C(=O)OCC	-1	-4	0	nt	-1.2	0.6	0	-0.1	2

Brought forward from above: six entries, then new ones.
SMILES	PrPC TRFRET	CCHF vOTU inh	BoNT-F LC inh	TcdB GH inh	PfHsp40 yeast	BoNT A protease	Anthrax LF prot	FadD28 binding	Y pestis TopoI
CCOC(=O)C1CCCCC12C(C#N)=C(N)Oc1n[nH]c(C)c12 (stereo not given)	8	-6	-6	nt	1.7	-0.6	-2	-2.7	-5
O=S(=O)(NCCN1CCCC1)c1ccc(Cl)cc1	-9	-2	-9	-0.5	-0.9	-2.7	15	-1.6	-2
COc1ccc(COc2cccc(C=O)c2)cc1	-1	20	-3	0.9	-0.8	-0.3	-6	1.0	-9
Cc1ccc(NC(=S)N(CCN(C)C)C(C)c2cccnc2)c(C)c1 (stereo not given)	-9	-10	-2	0.7	-0.9	-0.9	-2	-3.2	1
COc1ccccc1-c1nnc(SC(C)C(=O)Nc2ccc(C(N)=O)cc2)o1 (stereo not given)	0	1	-1	0.6	0.1	-1.3	-3	-1.8	-5
CCOC(=O)C(=CNc1ncccc1C)C(=O)OCC	-1	-4	0	nt	-1.2	0.6	0	-0.1	2
Cc1cc(=O)n2cccc(O)c2n1	-1	-44	4	1.0	7.2	-0.3	7	0.8	9
Cc1cc(C)c2c(c1)OC(=O)CC2c1ccc2c(c1)OCO2 (stereo not given)	-3	13	4	1.5	5.2	-0.1	-3	-4.5	17
CCc1nc2ccc(C(=O)NCc3ccccc3OC)cn2c1N(CC)Cc1cccc(Br)c1	6	8	-5	-0.2	nt	-0.3	-4	-0.9	20
O=C(Cc1cc(=O)[nH][nH]1)N/N=C/c1c(Cl)cccc1Cl	4&-3	6&-2	4&-3	2.0	-1.1&1.3	0.4&-0.2	-1&-3	-1.4&-2.3	2&-2
CC(/C=C\c1cccnc1)=C/C(=O)O	-6&-5	22&-13	2&-2	nt	-0.2&1.5	-0.2&0.9	0&-7	-0.6&1.6	-7&-2
O=c1cc(CO)oc(C(Nc2ccccn2)c2ccc(C(F)(F)F)cc2)c1O (stereo not given)	7	-1	7	nt	128*	0.4	6	0.8	3
COC(=O)Cc1ccc2sc(-c3ccccc3)nc2c1	0	3	-4	nt	-2.4	-0.1	0	-0.6	40
Cc1ccc(/C=N/NC(=O)c2cccc([N+](=O)[O-])c2)o1	-17	6	4	0.5	-0.7	-0.1	-2	-3.4	-7
Cc1nn(-c2ccccc2)c(=S)n1-c1ccccc1	7	8	-3	nt	0.9	0.3	0	0.2	-4
CCC(C)(O)c1[nH]c2ccc(C(=O)OC)cc2c1C (stereo not given)	1	3	5	1.9	1.9	-0.5	10	-1.4	-8
Cc1ccc(/C=C/C(=O)NCCc2c[nH]c3ccccc23)o1	-1	9	0	0.4	-1.0	-0.5	0	-2.7	2
